GLS inh: inhibitors of human glutaminase (GLS). O94925. GLS enzymatic activity, qHTS titration. Potency, µM (series often up to 45.5 µM), inactives show at the top dose activity change, negative = inhibition, actives largely listed as inhibitors. 0.21% of 410,000 active; note: potency is the fitted concentration of half-maximal effect; % is set by controls: 0 for no effect and ±100 for the full control effect
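Read-out is an Amplex red fluorescence increase coupled through glutamate oxidase and HRP, measured before and after 30 min room-temperature incubation. hKGA is in 45 mM KH2PO4 (pH 8.2) with 0.02% Tween-20; glutamine added as 1mM solution.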
Pol eta inh: DNA polymerase eta (human) inhibition | Potency, µM (highest dose often 114 µM), inactives show top-dose activity change, negative = inhibition, most hits filed as inhibitors | recombinant Pol eta, fluorescent DNA replication assay | Q9Y253 | AID 588591 | 1.2% of 390,000 active; note: potency is the fitted concentration of half-maximal effect; % is set by controls: 0 for no effect and ±100 for the full control effect
Target sequence (Q9Y253 whole entry, looked up): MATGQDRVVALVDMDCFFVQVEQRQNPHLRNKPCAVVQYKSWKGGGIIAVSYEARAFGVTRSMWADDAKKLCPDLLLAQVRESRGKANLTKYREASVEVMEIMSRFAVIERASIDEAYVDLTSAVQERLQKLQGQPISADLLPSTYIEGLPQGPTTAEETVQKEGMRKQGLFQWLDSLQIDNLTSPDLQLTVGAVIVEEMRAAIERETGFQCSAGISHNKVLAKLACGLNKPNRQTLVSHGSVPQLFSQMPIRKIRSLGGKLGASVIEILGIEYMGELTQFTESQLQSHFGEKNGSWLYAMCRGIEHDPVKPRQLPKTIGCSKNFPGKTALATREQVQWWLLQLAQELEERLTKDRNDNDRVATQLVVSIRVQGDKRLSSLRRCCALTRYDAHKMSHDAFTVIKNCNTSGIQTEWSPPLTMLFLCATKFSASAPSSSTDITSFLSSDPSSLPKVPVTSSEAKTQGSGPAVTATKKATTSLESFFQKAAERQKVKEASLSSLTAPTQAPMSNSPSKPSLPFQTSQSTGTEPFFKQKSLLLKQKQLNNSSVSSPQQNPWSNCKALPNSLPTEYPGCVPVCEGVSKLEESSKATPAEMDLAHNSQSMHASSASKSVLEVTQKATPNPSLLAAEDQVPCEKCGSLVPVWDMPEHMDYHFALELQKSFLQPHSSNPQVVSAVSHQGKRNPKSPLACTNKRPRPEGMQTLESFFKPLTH
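Pol eta (10 nM) was preincubated with compounds for 15 min at room temperature, after which fluorescent replication substrate (50 nM final) was added to start the reaction. Fluorescence was read kinetically at 0 and 10 min.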
BAZ2B block: inhibitors of human BAZ2B bromodomain; AlphaScreen BAZ2B-H3K14Ac peptide displacement; Q9UIF8; 4.4% of 360,000 active; Potency, µM (titrated, usually from 114 µM), for the others: at the highest dose activity change, negative = inhibition, usual class: inhibitors; note: potency is the fitted concentration of half-maximal effect; % is set by controls: 0 for no effect and ±100 for the full control effect; nearly all actives have a fitted effect of over 60% in size
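AlphaScreen displacement of biotin-H3(5-23)K14Ac peptide (50 nM final) from BAZ2B (50 nM final) in PBS pH 7.4, 0.01% Tween-20; complex preformed 30 min RT, then compounds (top 110 uM) 30 min RT, beads 20 min dark.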
G9a block: G9a (human) methyltransferase inhibition | Q96KQ7 | G9a H3K9 monomethylation, AlphaScreen, 2 h | Potency, µM (top dose mostly 102 µM), inactives show top-dose activity, negative = inhibition, most hits filed as inhibitors | 8.8% of 350,000 active | AID 504332; note: potency is the fitted concentration of half-maximal effect; % is set by controls: 0 for no effect and ±100 for the full control effect; nearly all actives have a fitted effect of over 75% in size
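Using a bead-based AlphaScreen, monomethylated H3K9 product from 2 h room-temperature reactions (G9a 20 nM, peptide 500 nM, SAM 20 uM) was detected with 0.5 ug/mL rabbit anti-H3K9me1 antibody.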
HP1b binding inh: inhibitors of HP1-beta chromodomain binding to methylated histone tails. P83916. AlphaScreen HP1-beta / biotin-H3K9me3 peptide binding. Potency, µM (series often up to 114 µM), for inactives: at the highest dose activity change, negative = inhibition, most hits filed as inhibitors. 0.56% of 390,000 active. AID 540317; note: potency is the fitted concentration of half-maximal effect; nearly all actives have a fitted effect of over 70% in size; inactives centre near 23
Target sequence (P83916 whole entry, looked up): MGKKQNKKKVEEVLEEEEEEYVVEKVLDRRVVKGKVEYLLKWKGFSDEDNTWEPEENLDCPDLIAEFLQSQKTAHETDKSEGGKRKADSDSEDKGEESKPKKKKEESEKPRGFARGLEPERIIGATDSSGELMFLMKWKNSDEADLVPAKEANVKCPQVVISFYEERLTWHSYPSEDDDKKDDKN
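Compound inhibition of the preformed complex between 50 nM HP1-beta and 50 nM biotinylated H3K9me3 peptide was read by AlphaScreen. Buffer was PBS pH 7.4 with 0.01% Tween-20. Incubations ran 30 min at room temperature, with 10 ug/mL donor/acceptor beads.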
PI4K2A block: blocks human PI4K2A kinase activity. 0.13% of 420,000 active. activity change, negative = inhibition, % at 76.9 µM. Q9BTU6. purified PI4K2A, ADP-Glo luminescence, 1 h; hits give low values; in the data active = activity change below about -50%; inconclusive = mostly about -30% to -49%;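 note: -100% = wells without enzyme as full effect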
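Compounds are screened against recombinant PI4K2A using PI as substrate and ATP, the latter dispensed at 300 microM. Reactions run one hour at ambient temperature before ADP-Glo detection; full inhibition defined by wells lacking enzyme.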
Pin1 inh: blocks the human prolyl isomerase Pin1; Potency, µM (top dose mostly 115 µM), inactives show at the top dose activity, negative = inhibition, hits mostly inhibitors; 0.009% of 390,000 active; Pin1 FP peptide displacement, HiFluor488, 10 min; Q13526; active = well fitted inhibition curve with a large enough effect in the polarisation, with a control signal flat, not every such curve was filed as active; inconclusive = small, poorly fitted or top-dose-only effect, or effect the other way, or a change in a side signal; inactive = no such curve, though single readings can be large or run the other way; the % refers to the polarisation; note: potency is the fitted concentration of half-maximal effect; % is set by controls: 0 for no effect and ±100 for the full control effect
Target sequence (Q13526 whole entry, looked up): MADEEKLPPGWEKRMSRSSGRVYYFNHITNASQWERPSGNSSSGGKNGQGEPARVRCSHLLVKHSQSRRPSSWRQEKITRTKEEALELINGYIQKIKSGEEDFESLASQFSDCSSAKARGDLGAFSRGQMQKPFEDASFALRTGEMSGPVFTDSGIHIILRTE
JMJD2A Tudor inh: blocks the human JMJD2A Tudor domain | O75164 | AlphaScreen JMJD2A-Tudor / H3K4me3 peptide binding | Potency, µM (titrated, usually from 114 µM), without a hit: at the top dose activity change, negative = inhibition, most hits filed as inhibitors | 4.4% of 390,000 active; note: potency is the fitted concentration of half-maximal effect; % is set by controls: 0 for no effect and ±100 for the full control effect; nearly all actives have a fitted effect of over 50% in size
PGK inhibitor: blocks T. brucei phosphoglycerate kinase; P07378; PGK/GAPDH coupled, Kinase-Glo luminescence, 60 min; Potency, µM (doses to about 57.5 µM), for the others: at the highest dose activity change, negative = inhibition, usual class: inhibitors; 0.043% of 380,000 active; AID 602233; note: potency is the fitted concentration of half-maximal effect; % is set by controls: 0 for no effect and ±100 for the full control effect; nearly all actives have a fitted effect of over 60% in size
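Luminescent ATP detection (Kinase-Glo Plus) follows a 60-minute room-temperature incubation, with wells lacking PGK as controls. Buffer: 100 mM TEA (pH 7.6), 5 mM MgCl2, 0.01% Tween-20. Coupling enzyme GAPDH (100 nM final) supplies unstable 1,3-BPG in-well.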
Numbers without * were called inactive; i = inactive; ? = inconclusive; / = no result given; [ ] = remark or other dose. Unless noted, calls come from the whole dose curve; as a rule, active = well fitted curve in the direction sought with a large enough effect; inconclusive = small, poorly fitted or top-dose-only effect, or another doubt; inactive = no such curve, though single readings can be large; an effect the other way counts as inactive or inconclusive.

SMILES	GLS inh	Pol eta inh	BAZ2B block	G9a block	HP1b binding inh	PI4K2A block	Pin1 inh	JMJD2A Tudor inh	PGK inhibitor
CN1CCN(S(=O)(=O)c2ccc(N3CCN(c4ccccc4Cl)CC3)nc2)CC1	-5.1%	-15.0%	-3.2%	-5.3%[12.7 µM]	30.5%	3.7	-4.4%	-0.7%	-7.7%
Cc1ccnc(NC(=O)CCC(=O)N(CC(=O)NCc2ccc(F)cc2)c2ccc(F)cc2)c1	-6.0%	-9.4%	-11.3%	-2.0%	16.1%	1.6	-1.2%	0.0%	i
Cc1ccc(-c2nnc(-c3cccnc3)o2)cc1	5.1%	5.3%	10.2%	-13.9%[2.33 µM]	17.8%	0.5	6.7%	3.3%	-1.7%
CN1C(=O)CC(NNC(=O)c2ccccc2)C1=O (stereo not given)	19.1%	18.5%	-0.6%	/	26.3%	-0.1	-7.8%	0.3%	0.2%
COc1ccc(S(=O)(=O)N(C)c2ccc(C(=O)NC3CC3)cc2)cc1	1.7%	-8.1%	-16.5%	/	20.5%	2.8	-0.2%	0.7%	-1.2%
O=C(CSc1ncccn1)N1CCN(C(=O)CSc2ncccn2)CC1	-1.5%	-10.5%	-2.1%	-0.4%[59 µM]	15.3%	-3.6	-4.8%	-5.0%	-10.7%
CCCC(=O)c1ccc(N2CCCCCC2)c(F)c1	10.2%	-7.8%	114.9%[activator]	44.2%[59 µM]	183.4%[activator]	4.7	-7.5%	120.1%[activator]	-7.2%
COc1ccc(C(=O)OCC(O)COC(=O)c2ccc(OC)cc2)cc1	-0.2%	-23.2%	/	/	41.8%[activator]	7.4	-0.1%	-2.1%	8.7%
CCOc1ccccc1C1CC(c2cccc(NS(C)(=O)=O)c2)=NN1C(=O)c1ccccc1 (stereo not given)	0.6%	-13.4%	-7.8%	-0.2%[59 µM]	16.6%	3.5	?	-18.8%	-8.6%
CCn1c(=O)n(CC)c2cc(N3CCCC3)c(NC(=O)c3ccc(C)cc3)cc21	6.5%	-21.4%	?	56.2µM*	-9.4%[57 µM]	-2.7	2.4%	?	-6.0%
O=C(c1cccc(Cl)c1)N1CCC(=O)N(C(COCc2cccc(Cl)c2)Cc2ccccc2)CC1 (stereo not given)	0.0%	-27.4%	-6.9%	-1.6%	18.9%	0.4	-2.4%	-24.3%	-4.0%
CCN1C(=O)c2cccc3c(S(=O)(=O)N(C(C)=O)c4ccc(OC(C)=O)cc4)ccc1c23	1.3%	-21.2%	/	/	82.6%[activator]	1.9	11.0%	20.2%	9.4%
COc1ccc2[nH]c(C(=O)N(C)c3ccc(F)cc3F)cc2c1	5.5%	-3.4%	-1.1%	-0.9%	19.4%	-3.3	?	-12.9%	6.2%
Cc1cc(C)cc(OC(=O)c2cc(-c3ccc(Cl)cc3)on2)c1	-2.6%	4.4%	-9.6%	-2.4%[59 µM]	37.4%	0.4	-9.4%	7.6%	-8.9%
CC(C)(C)c1ccc(S(=O)(=O)c2cn(CC(=O)Nc3ccccc3)c3ccccc3c2=O)cc1	-16.2%	?	-0.7%	-4.3%[59 µM]	21.9%	-4.2	8.7%	-5.0%	-0.5%
FC(F)(F)c1cccc(NCc2n[nH]c(=S)n2C2CCCCC2)c1	-2.8%	-12.3%	?	28.2µM*	31.9%	9.4	1.1%	?	-4.1%
COc1ccc(OC)c(NC(=O)CCN2CC(C)OC(C)C2)c1 (stereo not given)	8.8%	1.2%	6.7%	25.8%	28.5%	7.4	-0.6%	-2.8%	i
CCCCn1c(N)c(N(CCOC)C(=O)c2cc(S(=O)(=O)N3CCOCC3)ccc2F)c(=O)[nH]c1=O	-1.3%	-10.3%	-1.8%	-6.2%[0.501 µM]	33.9%	0.7	-5.5%	-11.7%	-7.0%
CN(CC(=O)Nc1sccc1C(N)=O)S(=O)(=O)c1ccc(Cl)cc1	11.7%	-5.0%	/	/	-8.2%	24.6	1.9%	-23.6%	-4.1%
COc1ccc(C)cc1NC(=O)C(OC(=O)c1cnccn1)c1ccccc1 (stereo not given)	-0.3%	-22.0%	-7.8%	?	32.1%	-3.2	3.4%	-9.7%	-4.4%

A different layout for two compounds above.
Below each SMILES: GLS inh | Pol eta inh | BAZ2B block | G9a block | HP1b binding inh | PI4K2A block | Pin1 inh | JMJD2A Tudor inh | PGK inhibitor
CC(C)(C)c1ccc(S(=O)(=O)c2cn(CC(=O)Nc3ccccc3)c3ccccc3c2=O)cc1
  -16.2% | ? | -0.7% | -4.3%[59 µM] | 21.9% | -4.2 | 8.7% | -5.0% | -0.5%
COc1ccc(S(=O)(=O)N(C)c2ccc(C(=O)NC3CC3)cc2)cc1
  1.7% | -8.1% | -16.5% | / | 20.5% | 2.8 | -0.2% | 0.7% | -1.2%

Next structures
SMILES	GLS inh	Pol eta inh	BAZ2B block	G9a block	HP1b binding inh	PI4K2A block	Pin1 inh	JMJD2A Tudor inh	PGK inhibitor
CCCCCC(=O)O/N=C(\C)c1ccn(S(=O)(=O)c2ccccc2)c1	-0.9%	-14.2%	12.5%	50.0%[activator]	54.9%[activator]	-1.2	7.1%	9.2%	-1.9%
O=C(NCCc1ccccc1)/C(=C\c1ccc([N+](=O)[O-])cc1)NC(=O)c1ccccc1	4.0%	-12.2%	12.3%	8.5%	33.7%	-1.0	16.5%	-12.3%	i
C[C@@H]1CCCCO[C@@H](CN(C)S(=O)(=O)c2ccc(Cl)cc2)[C@@H](C)CN([C@H](C)CO)C(=O)c2cc(N(C)C)ccc2O1	2.6%	-14.3%	/	/	/	3.5	/	/	-0.8%
CC(c1ccccc1)n1cc(C(=O)NCc2cccnc2)nn1 (stereo not given)	13.5%	-2.2%	3.5%	-6.7%	30.0%[activator]	-3.4	-9.8%	-6.1%	-8.8%
O=C1c2ccccc2C(=O)N1CCCc1nc(-c2ccc(Cl)cc2)no1	-12.4%	?	-3.6%	-8.6%	27.2%	-3.1	0.8%	-13.8%	-7.1%
CCSc1cnc(-c2ccccc2)n1CC	9.0%	8.4%	?	50.1µM*	8.7%	-8.2	6.4%	-31.3%	/
OCC1(Cc2ccccc2)CCCN(Cc2cn[nH]c2-c2ccccc2)C1 (stereo not given)	0.0%	5.7%	-15.7%	7.1%	31.8%[57 µM]	5.4	0.3%	-7.4%	-7.9%
COc1ccc(NC(=O)CSc2nnc(Cc3cccn3C)n2-c2ccc(F)cc2)cc1	-1.7%	-11.4%	?	70.8µM*	17.0%	0.1	-4.5%	-27.5%	i
CC(C)=CC1C(C(=O)Nc2ccc(S(=O)(=O)N3CCOCC3)cc2)C1(C)C (stereo not given)	-2.1%	-6.6%	8.4%	-2.0%	15.8%	2.3	-2.3%	-18.7%	-2.5%
COc1cc(-c2nccc3cc4c(cc23)OCO4)cc(OC)c1OC	-6.9%	-14.1%	/	/	26.0%[57 µM]	1.5	-4.1%	-11.7%	i
Cc1cc2ncn(-c3ncnc4sc(C)c(C)c34)c2cc1C	1.7%	-1.7%	9.0%	21.5%[59 µM]	30.2%	1.3	-1.4%	-15.9%	-4.8%
CCN1CCN(S(=O)(=O)c2cc(OC)c(Cl)cc2OC)CC1	-5.5%	4.5%	-1.9%	-24.8%[2.33 µM]	19.2%	1.0	1.3%	0.5%	i
Fc1cccc(/C=N/Nc2nncc3ccccc23)c1	9.2%	-8.2%	-33.9%	11.2%	17.4%	-20.8	1.3%	20µM*	/
O=C(O)CCc1ccc(-c2ccc(F)cc2)n1CCC(=O)O	20.3%	-5.2%	-21.5%	11.2µM*	29.7%	-3.0	?	-19.7%	5.9%
Cc1ccc2c(c1)N(C(C)C(=O)NCc1ccc3c(c1)OCO3)C(=O)CO2 (stereo not given)	2.4%	2.3%	-10.0%	42.3%[59 µM]	57.2%[activator]	2.7	-3.0%	-4.1%	4.0%
CC1CCN(C(=O)CN(c2cccc(F)c2)S(C)(=O)=O)CC1	2.6%	3.8%	2.0%	1.4%	35.1%[activator]	2.6	-15.5%	-10.0%	7.1%
CCC(C(=O)OCC(=O)Nc1cc(C)ccc1OC)c1ccccc1 (stereo not given)	4.8%	-12.8%	37.0%	106.1%[activator]	98.7%[activator]	-2.3	?	70.6%[activator]	-8.3%
Cc1nnc2c3ccccc3c(Cl)nn12	12.5%	-2.3%	-13.6%	-31.5%	41.0%[activator]	-11.5	0.2%	-11.0%	6.6%
COCCNC(=S)N1CCC(C(=O)c2ccc(Cl)cc2)CC1	0.4%	-4.5%	/	/	/	-1.0	/	/	9.8%
CCN(CC)CCCNC(=O)c1cn(CC)c2cc(N3CCN(C(=O)c4ccco4)CC3)c(F)cc2c1=O	-15.2%	-17.1%	-24.7%	?	17.3%	0.3	-3.7%	-18.6%	-5.6%
C=CC[C@@H](CC(=O)N[C@@H](CO)Cc1ccccc1)C(=O)NC[C@@H](OC(=O)[C@@H](CC=C)CC(=O)OC(C)(C)C)c1ccccc1	-1.0%	0.5%	/	/	31.4%	0.0	-3.4%	-5.6%	-7.4%
C[C@H](CO)N1C[C@H](C)[C@@H](CN(C)C(=O)Nc2ccc(F)cc2)Oc2ncc(-c3ccc(F)cc3)cc2C1=O	-4.3%	-11.4%	/	/	/	-3.6	/	/	0.7%
CCC(=O)N1CCc2cc(Br)c(S(=O)(=O)NCCN3CCCCC3CC)cc21 (stereo not given)	8.0%	?	/	/	28.8%	-3.4	-2.5%	-13.9%	-5.0%
CCCCNC(=O)Nc1ccccn1	-5.2%	-16.5%	-21.1%	-6.8%[59 µM]	20.8%	-3.0	3.8%	-5.8%	-2.5%
Cc1nc2ccccc2c(=O)n1NC(=O)c1cccnc1Cl	0.0%	3.0%	-4.7%	12.9%	21.1%	-1.1	1.2%	-6.2%	3.7%
CSc1cccc(NC(=O)C2CCCN2S(=O)(=O)c2ccc3c(c2)CCC(=O)N3)c1 (stereo not given)	12.8%	2.0%	-4.6%	-7.0%[12.7 µM]	14.2%	3.6	14.4%	-25.3%	-0.4%

Source: PubChem (National Center for Advancing Translational Sciences (NCATS))

Some of the compounds tested (hit frequency here may not be typical).
